Source: PubChem (several laboratories)
NRP1-CendR mod – modulators of CendR peptide binding to NRP-1, primary screen, biochemical, fluorescence polarization, uHTS; inhibition, % at 25 µM; Neuropilin-1 (Homo sapiens), O14786; 360,000 compounds, 0.85% hits; FAM-RPARPAR peptide binding to NRP-1;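 active = inhibition or corrected inhibition above about 18%, plus a signal ratio from 0.5 to 1.5, limit read from the data, passing the limit was not always enough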; also: strong numbers were not always called active
FAS-TE inh – FAS thioesterase domain inhibitors, primary screen, biochemical, fluorescence intensity, uHTS; recombinant FAS-TE, OMFH fluorogenic substrate, fluorescence endpoint; inhibition, % at 15 µM; 360,000 compounds, 0.67% hits; AID 602261, 2012;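 active = compounds whose normalised, plate-corrected inhibition of enzyme fluorescence in the single-dose primary screen is 50% or more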;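 also: 0% = DMSO with enzyme and 100% = substrate without enzyme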
MLLE-PAM2 inh – inhibitors of PABP1 MLLE–PAM2 peptide binding, primary screen, biochemical, fluorescence polarization, FITC-PAM2, GST-MLLE | Polyadenylate-binding protein 1 (Homo sapiens), P11940 | inhibition, % at 20 µM | 360,000 compounds, 0.36% hits | AID 588489, 2011; in the data active = inhibition above about 35%, passing the limit was not always enough;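 also: plate controls were DMSO wells with GST-MLLE for no effect and wells lacking GST-MLLE protein for full effect; some results filed as inactive read as strong as hits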
MT1-MMP act inh – blockers of MT1-MMP proenzyme processing, primary screen, HT1080 RFP-PRO-GFP cells, GFP/RFP fluorescence; Matrix metalloproteinase-14 (Homo sapiens), P50281; GFP/RFP ratio fluorescence, overnight; percent of plate control window, DMSO zero; GFP/RFP ratio change, % at 20 µM; 360,000 compounds, 0.061% hits; AID 651647, 2012;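 active = GFP/RFP ratio change of at least 30% with cell ATP level not reduced by more than half and red fluorescence within 50% of control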; also: strong numbers were not always called active
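Assay system – RFP-PRO-GFP reporter HT1080 cells · Compound dosing – single dose of 20 µM compound, 1% DMSO final · Incubation – overnight compound exposure at 37 °C · Measure – GFP/RFP fluorescence ratio · Benchmarks – DMSO wells and RFP-L50D-GFP cells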
bovine MsrA act – bovine MsrA enzyme activators, primary screen, biochemical, absorbance, HTS; purified bovine MsrA, absorbance read-out; 360,000 compounds, 0.3% hits; Methionine sulfoxide reductase A (Bos taurus); activation, % at 10.6 µM; in the data active = activation above about 7.5%;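 also: 0% = vehicle and 100% = reference activator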
Rin1 Abl inh – inhibitors of Rin1-Abl protein binding, primary screen, biochemical, TR-FRET | 360,000 compounds, 0.4% hits | Tyrosine-protein kinase ABL1 (Homo sapiens) + Ras and Rab interactor 1 (Homo sapiens), … | AID 588664, 2011 | inhibition, % at 7.35 µM; in the data active = inhibition above about 5%, passing the limit was not always enough
SKN-1 block – suppressors of acrylamide-induced Pgst-4::GFP reporter in worms, primary screen, SKN-1 inhibitor project, whole organism, uHTS, GFP/RFP fluorescence ratio, strain VP596; C. elegans VP596 Pgst-4::GFP/RFP ratio, 24 h; inhibition, % at 21.8 µM; 360,000 compounds, 0.49% hits;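 active = interference check ratio from 0.5 to 1.5 plus GFP to RFP signal ratio inhibition reaching or exceeding a fixed threshold, cut at about 30% in these data, passing the limit was not always enough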; also: some compounds called inactive have numbers as strong as hits
E coli Lon inh – inhibitors of E. coli Lon protease, primary screen, biochemical, fluorescence polarization; purified E. coli Lon protease; inhibition, % at 7.94 µM; 360,000 compounds, 0.42% hits; in the data active = inhibition above about 13%, passing the limit was not always enough;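 also: 0% = enzyme with probe and DMSO and 100% = no enzyme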
Neddyl block – inhibitors of cullin neddylation, primary screen, biochemical, TR-FRET, uHTS, NAE and Ubc12; calls only at 25 µM; 360,000 compounds, 0.58% hits; in the data active = inhibition above about 36%
* = called active by the depositor; i = inactive.

SMILES	NRP1-CendR mod	FAS-TE inh	MLLE-PAM2 inh	MT1-MMP act inh	bovine MsrA act	Rin1 Abl inh	SKN-1 block	E coli Lon inh	Neddyl block
CC(C)(C)OC(=O)NCCc1nnc(SCC(N)=O)o1	-2.3	-10.3	2.9	0.2	-9.5	-0.2	-1.5	-2.0	i
CC1CCN(C(=O)COC(=O)c2cc(S(=O)(=O)N3CCOCC3)ccc2Cl)CC1	9.0	-4.0	-4.1	3.5	-3.7	1.2	1.0	-3.6	i
COCC(=O)N1CCC(Oc2ccc(C(=O)N(C)CCCC3CCCC3)cc2)CC1	-4.3	-0.2	0.1	1.2	-4.2	0.9	9.1	-8.3	i
COc1ccc(NC(=O)NC(C)c2ccc3c(c2)OCO3)cc1OC (stereo not drawn)	-4.6	-3.4	3.0	1.9	-2.1	4.3	0.5	-1.6	i
COC(=O)C1CCCN1C(=O)c1cccs1 (stereo not drawn)	9.1	-5.9	-12.9	-0.5	-9.4	2.1	9.0	-7.4	i
CC(=O)c1ccccc1NC(=O)COC(=O)c1cc2ccccc2[nH]1	-12.6	-1.2	-9.9	0.5	-7.2	3.4	-4.2	-0.4	i
O=C(Nc1ccccc1N1CCN(C(=O)c2ccc(Cl)cc2)CC1)c1cccnc1	5.6	-1.9	-7.9	0.4	-1.6	17.5*	13.8	4.1	i
CCCCCCNC(=O)Cc1nc2nc(C)cc(C)n2n1	9.1	13.5	-17.5	-1.5	-1.4	-3.0	11.6	6.7	i
C=C1N(C)c2cc([N+](=O)[O-])c(N)cc2C1(C)C	3.9	1.1	20.9	36.4*	-3.2	-16.0	2.5	-2.3	i
O=C(CC1C(=O)NCCN1Cc1cccc(F)c1)NCCCOc1cccnc1 (stereo not drawn)	3.7	2.8	18.7	-3.7	-3.4	5.5	15.9	2.7	i
CC(C)(C)C(=O)OCc1nc(-c2ccc3c(c2)OCCO3)cs1	13.1	27.0	6.5	-1.0	-2.0	-2.6	2.4	0.6	i
COC(=O)c1cc(=O)n(Cc2cccs2)c(=Nc2ccccc2)s1	5.5	-2.9	15.3	1.0	-8.5	-0.9	-5.0	-1.3	i
CCOC(=O)C1=C(C)N(Cc2ccccc2)C(=O)NC1c1ccc(OC)cc1 (stereo not drawn)	-4.5	12.8	-0.1	0.7	-2.5	-2.2	17.9	14.2	i
O=c1c2nccnc2[nH]c(=S)n1Cc1ccccc1Cl	0.0	-6.6	-45.4	4.9	-5.1	-1.9	-2.1	-9.9	i
O=C(CCC(=O)Nc1ccc(Cl)cc1Cl)NNC(=O)[C@@H]1CCCC[C@@H]1C(=O)O	-11.5	-9.1	-3.1	-5.1	-5.2	4.5	-6.2	-2.0	i
COc1cc(OC)cc(C(=O)NCC(=O)OCC(=O)c2ccc3c(c2)-c2ccccc2C3)c1	-9.1	7.0	-19.5	2.4	-1.1	-6.5	7.6	-0.5	i
CCCN(CC(=O)Nc1ccccc1C)C(=O)c1ccc(C2SCCS2)cc1	25.7*	-1.1	20.8	0.8	-1.9	0.2	1.3	-9.0	i
O=C(NCc1ccccc1)NC1(C(=O)N2CCCC2)CCCCC1	4.0	-5.4	-7.2	11.4	-2.1	1.5	2.9	-13.0	i
Cc1ccc(-n2ncc3c(NCCCN4CCCC4=O)ncnc32)c(C)c1	-1.1	-8.9	26.8	-1.2	-4.0	5.1	12.1	0.7	i
COc1ccc(-n2ncc3c2CC(C)(C)CC3NC(=O)c2ocnc2C)cc1 (stereo not drawn)	-4.7	-1.9	-0.8	-0.1	-2.2	4.2	10.0	-9.7	i
O=C(NNC(=O)c1n[nH]c(=O)c2ccccc12)c1ccc(Br)cc1	-2.4	2.4	3.5	4.5	-1.5	-0.9	8.3	-2.2	i
CCOc1nc(Nc2ccc(OC)c(Cl)c2)nc(OCC)n1	11.4	-0.8	0.4	-1.9	-11.9	-1.1	-3.8	-12.1	i
CC(C)(C)c1ccc(N2C(=O)CSC2c2cccnc2)cc1 (stereo not drawn)	-5.4	-2.1	5.3	1.6	0.0	0.3	18.9	-3.2	i
CCN(CC(=O)Nc1ccccc1Br)Cc1nc2ccccc2c(=O)[nH]1	5.4	-2.0	-4.2	-3.5	-0.9	-2.3	-9.9	1.3	i
CN1C(=O)C(=O)N(c2cccc(C(F)(F)F)c2)C1=O	18.2	-7.4	-2.6	0.6	0.0	-0.8	-2.5	1.7	i

Marked active in NRP1-CendR mod (from the list above):
compound,NRP1-CendR mod,MLLE-PAM2 inh,MT1-MMP act inh,bovine MsrA act,Rin1 Abl inh,SKN-1 block,E coli Lon inh,Neddyl block
CCCN(CC(=O)Nc1ccccc1C)C(=O)c1ccc(C2SCCS2)cc1,25.7*,20.8,0.8,-1.9,0.2,1.3,-9.0,i

Among those listed so far, two have a thiophene ring, fused or not:
SMILES	NRP1-CendR mod	FAS-TE inh	MLLE-PAM2 inh	MT1-MMP act inh	bovine MsrA act	Rin1 Abl inh	SKN-1 block	E coli Lon inh	Neddyl block
COC(=O)C1CCCN1C(=O)c1cccs1 (stereo not drawn)	9.1	-5.9	-12.9	-0.5	-9.4	2.1	9.0	-7.4	i
COC(=O)c1cc(=O)n(Cc2cccs2)c(=Nc2ccccc2)s1	5.5	-2.9	15.3	1.0	-8.5	-0.9	-5.0	-1.3	i

(list continues)
SMILES	NRP1-CendR mod	FAS-TE inh	MLLE-PAM2 inh	MT1-MMP act inh	bovine MsrA act	Rin1 Abl inh	SKN-1 block	E coli Lon inh	Neddyl block
CN1CCN(c2cc(=O)n(C3CCCCC3)c(=O)[nH]2)CC1	2.7	-4.7	9.2	-2.5	-7.8	-4.4	-6.0	-20.8	i
O=C(O)CCN1C(=O)C2C3CC(C2C1=O)C1C(c2ccccc2)c2sc(=O)n(-c4ccccc4)c2SC31 (stereo not drawn)	-0.1	0.1	22.4	-8.4	-1.1	-0.6	10.3	5.3	i
Cn1ccnc1SCC(=O)Nc1ccc(F)c([N+](=O)[O-])c1	11.1	4.6	-13.8	1.7	-3.1	3.1	-1.7	6.0	i
O=C(O)/C=C/C(O)c1ccc(Cl)cc1 (stereo not drawn)	-12.8	-2.2	13.6	0.1	-1.2	0.5	5.1	-1.5	i
CC(=O)c1cc(C#N)c(SCc2ccc([N+](=O)[O-])cc2)nc1C	-16.6	26.0	0.0	-2.6	-2.2	-2.0	13.3	-5.0	i
O=C(Nc1cccc(C(=O)N2CCOCC2)c1)c1cccnc1	15.4	-6.3	4.7	0.5	-0.7	0.6	-4.4	0.1	i
Cc1cc2c(cc1C)NC(=O)CC(c1ccccc1)=N2	1.0	-1.4	6.3	6.0	-0.2	1.3	7.2	-3.3	i
CC1(NC(=S)Nc2ccccc2)CCS(=O)(=O)C1 (stereo not drawn)	-0.1	-7.8	-1.4	1.4	-7.2	0.6	-5.5	-0.5	i
CN(C)S(=O)(=O)c1c(Cl)cccc1Cl	-7.8	-5.6	11.9	11.9	-4.2	0.1	-21.3	-9.3	i
CCOc1ccc(/C(O)=C2/C(=O)C(=O)N(c3ncccn3)C2c2ccc(Cl)cc2)cc1 (stereo not drawn)	-5.8	-0.1	-9.8	-3.5	-1.8	-2.2	8.8	-2.2	i
O=C(COC(=O)c1c[nH]c2ccccc12)NCc1ccccc1	-0.3	-8.4	3.2	-1.6	-5.3	0.7	11.8	-3.9	i
CCCCNC(=O)c1onc(CSc2cc(C)ccc2C)c1C(=O)O	2.3	-6.7	-1.8	-1.0	-0.8	-5.1	8.1	5.0	i
CC1CCCN(CCCOc2ccc([N+](=O)[O-])cc2)C1 (stereo not drawn)	1.6	-12.1	11.5	4.9	-3.3	1.1	7.8	0.5	i
Cc1ccsc1/C=N/NC(=O)Cn1nc(C)c([N+](=O)[O-])c1C	8.1	-2.1	1.4	5.6	-3.8	-2.6	2.2	9.7	i
Cc1ccc(/C=N/n2cc(-c3ccccc3)[nH]c2=S)s1	3.8	2.8	35.0	2.6	-1.3	1.3	1.6	4.4	i
C/C(=N/NC(=O)c1cc2ccccc2cc1O)C1C(=O)c2ccccc2C1=O	-58.1	28.6	-36.0	-9.7	-5.6	-3.6	18.0	-5.1	i
Cc1cc2oc(C(=O)N(Cc3ccco3)C3CCS(=O)(=O)C3)cc(=O)c2cc1Cl (stereo not drawn)	-15.0	7.7	7.9	-0.3	-4.5	-2.6	-11.7	0.8	i
CC(NC(=O)CN(C)S(=O)(=O)c1ccc2c(c1)c(=O)n(C)c(=O)n2C)c1ccccc1 (stereo not drawn)	-0.2	0.2	-1.9	-6.2	-10.7	3.1	-11.0	0.1	i
CCOCCCNCc1cc(Cl)cc(Cl)c1OCC	6.0	-3.1	0.8	-5.1	-2.4	-0.6	9.4	-6.9	i
Cc1onc(-c2c(Cl)cccc2Cl)c1C(O)c1ccccc1 (stereo not drawn)	8.4	-4.3	19.2	0.0	-2.7	0.8	-2.6	1.2	i
Cc1ccc(OC(=O)c2ccc3c(=O)n4c(nc3c2)CCC4)cc1	0.3	6.9	-3.6	5.4	-1.7	3.9	9.1	-0.6	i
COc1ccccc1/C=C/C=N\N1CCN(Cc2ccccc2Cl)CC1	6.8	27.6	19.3	1.7	0.4	-0.7	15.1	5.7	i
COc1ccccc1N1CCN(S(=O)(=O)c2c(C)sc3ncn(CC(=O)NCCN(C)C)c(=O)c23)CC1	7.9	-7.3	-10.0	-4.8	-3.0	0.4	-0.4	5.2	i
Cc1cc2nc(-c3ccccn3)c(-c3ccccn3)nc2cc1C	4.6	-2.0	7.7	0.4	-3.1	-0.7	8.1	2.4	i
CCOC(=O)c1cc2c(ccn2C)n1CC(=O)N(Cc1ccccc1)c1ccc(F)cc1	10.0	0.3	1.5	-2.9	-5.8	-0.8	-0.7	10.6	i

A few values from the entries so far.
Reading for `O=C(NCc1ccccc1)NC1(C(=O)N2CCCC2)CCCCC1` under Rin1 Abl inh: 1.5
Reading for `O=C(NNC(=O)c1n[nH]c(=O)c2ccccc12)c1ccc(Br)cc1` under SKN-1 block: 8.3

Other entries.
SMILES	NRP1-CendR mod	FAS-TE inh	MLLE-PAM2 inh	MT1-MMP act inh	bovine MsrA act	Rin1 Abl inh	SKN-1 block	E coli Lon inh	Neddyl block
CC(C)C1OC2c3cccc4cccc(c34)C2N1c1ccccc1 (stereo not drawn)	-0.8	12.7	43.9*	-12.6	-2.2	1.2	2.1	-4.0	i
CCNc1ccc(P(=O)(c2ccccc2)c2ccccc2)cc1	-7.4	0.1	3.4	0.7	2.6	0.5	-4.3	0.8	i
CCn1c(O)c(/C=C/C=C/C=Nc2ccccc2)sc1=S	-53.2	-2.7	-19.6	0.8	-2.5	4.3	-3.9	-5.2	i
Nc1nc(-c2ccc(Br)cc2)cc(C(F)(F)F)n1	16.7	-4.5	6.4	-8.9	-3.2	-3.3	19.8	-4.2	i
O=C1NCCCc2c1no[n+]2[O-]	-0.2	-2.9	-1.7	0.4	-0.3	-3.4	8.3	-1.4	i
COc1cc(C(=O)NCC(=O)N/N=C\C(C)=C/c2ccccc2)cc(OC)c1OC	5.8	-5.8	-5.3	1.4	-0.8	-3.5	11.7	-12.2	i
CCOc1ccc(CCNC(=O)c2ccc(C)c(NC3=NC4CS(=O)(=O)CC4S3)c2)cc1 (stereo not drawn)	17.0	-4.9	-25.6	3.5	-1.0	5.4	-4.5	7.5	i
O=c1c(Cc2ccc(F)cc2)c(O)ccn1CC1CCCO1 (stereo not drawn)	-4.1	-12.7	1.3	-1.0	-9.2	3.0	-2.3	2.3	i
CCN1CCCCC(=N/O)/C(=N/O)CCCC1	-0.2	-7.3	9.0	-4.5	-2.9	-0.4	2.7	5.3	i
